# High-throughput results as filed in PubChem.
# STAT3 inh: IL-6 driven STAT3 reporter inhibitors, primary screen, U3A cells, luciferase, luminescence, MLSCN library; IL-6 STAT3-luciferase reporter; host cell line lacks STAT1; inhibition, % at 5.5 µM; actives 0.89% (n = 190,000);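 active = inhibition above the mean inhibition across all screened compounds plus 3 SD, cut at about 44% in these data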;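 note: 0% = DMSO only wells and 100% = 100 µM nifuroxazide control wells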
# FLuc stim CS: FLuc activators, initial screening, artefact control for FLuc-dependent activation tests, biochemical, ATPlite luminescence. activation factor at 10 µM. Luciferin 4-monooxygenase (Photinus pyralis), P08659. ATPlite luciferase biochemical, 10 min; 0 = ATP-free wells, 1 = DMSO control. 200,000 tested, under 10 active;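 active = luciferase activation factor, scaled between plate controls, of at least 2 with compound at 10 µM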
# Target sequence (P08659 whole entry, looked up): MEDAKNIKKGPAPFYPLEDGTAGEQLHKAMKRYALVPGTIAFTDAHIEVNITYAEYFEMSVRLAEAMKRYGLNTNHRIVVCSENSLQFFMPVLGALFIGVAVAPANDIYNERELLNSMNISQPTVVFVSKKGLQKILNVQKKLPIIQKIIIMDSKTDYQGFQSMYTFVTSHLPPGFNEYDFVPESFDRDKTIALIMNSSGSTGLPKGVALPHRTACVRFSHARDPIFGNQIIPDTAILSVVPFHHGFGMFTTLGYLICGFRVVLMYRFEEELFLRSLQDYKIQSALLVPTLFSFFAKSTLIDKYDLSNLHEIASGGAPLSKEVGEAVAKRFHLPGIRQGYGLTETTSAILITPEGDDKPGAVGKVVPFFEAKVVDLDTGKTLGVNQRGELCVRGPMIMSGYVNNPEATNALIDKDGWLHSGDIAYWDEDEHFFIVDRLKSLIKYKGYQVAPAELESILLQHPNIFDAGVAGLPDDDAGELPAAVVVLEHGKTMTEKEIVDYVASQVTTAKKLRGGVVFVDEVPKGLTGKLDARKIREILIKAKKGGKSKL
#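 assay system = Luciferase/luciferin detection reagent, cell-free biochemical luciferase assay | also added = ATP substrate | times = 10 min post-reagent at room temperature | measured by = luminescence from luciferase reaction | measure = luciferase activation, seen as luminescence increase over controls | benchmarks = low control with PBS replacing ATP, high control enzyme plus ATP without compound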
# APP 5UTR inh: inhibitors of APP translation via 5'UTR reporter, primary screen, APP 5'UTR luciferase, SH-SY5Y cells; SH-SY5Y APP 5'UTR-luciferase reporter, luminescence; inhibition, % at 2 µM; actives 0.82% (n = 190,000); AID 1285, 2008;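 active = inhibition above a set limit, derived from the sample mean plus 3 SD, cut at about 45% in these data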; note: values of inactives mirror those of a sister screen read the other way
# STAT3 activator: IL-6 driven STAT3 reporter potentiators, primary screen, U3A cells, luciferase, luminescence, MLSCN library. activation (% of control), % at 5.6 µM. IL-6 STAT3-luciferase reporter; 100% = signal with IL-6 EC80 alone. actives 0.91% (n = 190,000);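 active = activation above the screen-wide mean of compound activation plus 3 SD, cut at about 130% in these data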;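 note: 0% = background luminescence of wells with medium and substrate only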
#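 Test system: human U3A cells carrying STAT3-luciferase construct; control set: IL-6-only wells as 100% reference; timing: compound pre-incubation 1 h before IL-6, then 6 h stimulation at 37 °C; also added: IL-6 stimulus at 33 ng/mL final; evaluation: % activation versus median of IL-6-stimulated wells; detection: reporter luminescence signal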
# FLuc inh counter: firefly luciferase enzyme inhibitors, primary screen, artefact control for luciferase-based inhibitor screens, biochemical, luminescence, ATPLite; AID 1006, 2008; 10 min; inhibition, % at 10 µM; actives 1.5% (n = 200,000); Luciferin 4-monooxygenase (Photinus pyralis), P08659;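 active = inhibition above about 50% when tested at 10 µM, limit read from the data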
# APP 5'UTR act: activators of APP 5'UTR luciferase reporter, primary screen, SH-SY5Y cells. actives 1% (n = 190,000). activation, % at 2 µM. AID 1276, 2008. SH-SY5Y APP 5'UTR luciferase reporter, luminescence; zero percent = DMSO vehicle wells;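 active = activation above a set limit, based on mean plus 3 SD of controls, cut at about 140% in these data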; note: values of inactives mirror those of a sister screen read the other way
# STAT1 inh: STAT1 signaling inhibitors, primary screen, cell-based, HTS, luciferase reporter; actives 0.35% (n = 200,000); NIH 3T3 STAT1-luciferase reporter, IFN-gamma, luminescence; inhibition, % at 5.5 µM;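 active = inhibition above a set limit, the mean inhibition across all tested compounds plus 3 SD, cut at about 34% in these data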;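 note: 0% = IFN-gamma with DMSO and 100% = IFN-gamma with 300 µM nifuroxazide; values of inactives mirror those of a sister screen read the other way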
# NF-kB neuron act: activators of NF-kB expression in neurons, primary screen, cell-based, HTS; human neuronal cells, NF-kB reporter expression; stronger effect = higher value; fold change at 12.5 µM; actives 1.6% (n = 190,000); AID 1239, 2008; in the data active = fold change above about 3.3
# STAT1 act: STAT1 signaling activators, primary screen, cell-based, HTS, luciferase reporter. activation (% of control), % at 5.5 µM. NIH 3T3 STAT1-luciferase reporter, IFN-gamma, luminescence; 100% = IFN-gamma alone, no compound. actives 2.6% (n = 200,000). AID 932, 2007;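 active = activation above the screen-wide mean activation plus 3 SD, cut at about 130% in these data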;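 note: raw ratio to IFN-gamma control signal so 100% means no change and 0% no light; values of inactives mirror those of a sister screen read the other way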
# ROMK mod: ROMK potassium channel modulators, primary screen, cell-based, thallium flux, MLSMR library; AID 1918, 2009; B-score at 10 µM; actives 2% (n = 130,000); Tet-inducible ROMK, thallium flux fluorescence; actives lie on both sides;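 active = signal ratio slope over the read window, or its plate-corrected B-score, at least 3 SD from the plate mean, either direction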;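 note: B-score of the F/F0 ratio slope over 7 to 12 s after thallium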
# Target sequence (P48048 whole entry, looked up): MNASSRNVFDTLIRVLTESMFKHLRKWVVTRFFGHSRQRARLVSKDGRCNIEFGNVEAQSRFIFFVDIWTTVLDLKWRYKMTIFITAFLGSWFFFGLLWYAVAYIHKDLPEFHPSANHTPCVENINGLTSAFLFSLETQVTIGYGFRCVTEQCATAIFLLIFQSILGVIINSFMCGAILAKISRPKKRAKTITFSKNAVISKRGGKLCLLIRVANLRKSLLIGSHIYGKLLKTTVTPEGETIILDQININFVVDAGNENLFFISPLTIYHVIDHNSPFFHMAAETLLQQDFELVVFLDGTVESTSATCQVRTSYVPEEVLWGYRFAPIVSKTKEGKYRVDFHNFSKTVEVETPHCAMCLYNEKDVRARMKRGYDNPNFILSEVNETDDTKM
# Numbers without * were called inactive; . = no result given.
(1) O=C(CCC1CCCN(C(=O)Cc2cccc(F)c2)C1)N1CCN(c2ccccn2)CC1 (stereo unspecified)
(2) Cc1ccc(NCN2C(=O)C3C4C=CC(C4)C3C2=O)cc1 (stereo unspecified)
(3) CC(C)(C)c1[nH]nc2c1C(c1ccccc1OC(=O)N1CCOCC1)C(C#N)=C(N)O2 (stereo unspecified)
(4) Cn1c(-c2ccc3c(c2)OCO3)cnc1NCc1cccc(Cl)c1
(5) CCCC(=O)Nc1nc2n(n1)C(c1ccccc1)CC(=O)N2 (stereo unspecified)
(6) C/C(=N\NC(=O)c1nn(C)cc1Br)c1cccc(NC(=O)C(C)(C)C)c1
(7) Cc1cc(C)c(S(=O)(=O)c2ccccc2)c(Cl)n1
(8) COc1ccc2nc(SCc3cnc(C)nc3N)[nH]c2c1
compound no.	1	2	3	4	5	6	7	8
STAT3 inh	9	8	-15	18	-3	-4	12	8
FLuc stim CS	1	1.1	1	1	1	0.9	1	1
APP 5UTR inh	-19	2	-8	-9	4	-35	-7	13
STAT3 activator	94	99	116	86	105	103	94	97
FLuc inh counter	-3	-7	-2	1	-5	8	-4	-3
APP 5'UTR act	19	-2	8	9	-4	35	7	-13
STAT1 inh	7	-10	4	-20	-1	-2	8	1
NF-kB neuron act	1.4	1.2	0.97	1.2	0.94	1.3	0.89	1.4
STAT1 act	92	109	97	119	101	102	93	99
ROMK mod	.	.	0.57	-4.8*	.	-0.049	.	.

(9) CN(C(=O)CSc1nnc(-c2ccncc2)n1Cc1ccccc1)C1CCS(=O)(=O)C1 (stereo unspecified)
(10) COC(=O)c1ccc(NC(=O)CSCc2ccc(C)cc2)cc1
(11) CS(=O)(=O)n1nc(OC(=O)c2cc(Br)ccc2Cl)cc1N
(12) O=C(COC(=O)c1ccccc1)Nc1ccc(Cl)cn1
(13) CC1=C(C(=O)OC(C)C)C(c2cccs2)NC(=S)N1 (stereo unspecified)
(14) Cc1ccc(C)c(-n2c(CNC(=O)c3ccco3)nnc2SCC(=O)N2CCc3ccccc32)c1
(15) C=CCn1c(SCc2c(F)c(F)c(F)c(F)c2F)nc(O)cc1=O
(16) C(=N\n1cnnc1)/c1ccc(N2CCOCC2)cc1
compound no.	9	10	11	12	13	14	15	16
STAT3 inh	-4	1	-3	8	4	15	-2	8
FLuc stim CS	1	1	1	1.1	1.1	1.1	1.1	0.9
APP 5UTR inh	-15	10	-5	2	20	5	10	11
STAT3 activator	105	99	104	101	94	93	105	97
FLuc inh counter	-4	-3	-1	-9	-6	-6	-6	8
APP 5'UTR act	15	-10	5	-2	-20	-5	-10	-11
STAT1 inh	-10	2	1	-11	7	0	-1	-8
NF-kB neuron act	0.99	1.1	1.1	1.4	1.1	1.2	1.1	1.4
STAT1 act	109	98	98	108	93	100	101	107
ROMK mod	0.67	-2.1	-3*	-0.081	.	.	-1.1	.

(17) C[C@@H](C(=O)Nc1ccc2ccccc2c1)[C@@H]1C[C@@]1(C)[C@@H](NC(=O)c1cnccn1)c1ccccc1
(18) CC(=O)CCC(=O)c1ccc2ccccc2c1
(19) CC(C)NC(=O)c1ccc(COCC(F)(F)C(F)F)cc1
(20) CCOc1ccc(N2C(=O)CC(SCCN)C2=O)cc1 (stereo unspecified)
(21) Cc1nn(CC(=O)Nc2ccc3c(c2)nc(CCN2CCCCC2)n3C)c(=O)c2ccccc12
(22) COc1ccc(C(=O)NNC(=O)c2ccccc2[N+](=O)[O-])cc1[N+](=O)[O-]
(23) O=C(Oc1ccc2c(c1)O/C(=C\c1ccncc1)C2=O)c1ccccc1
(24) CC(=O)Nc1ccc(NC(=O)COC(=O)c2c3c(nc4ccccc24)CCN(Cc2ccccc2)C3)cc1
compound no.	17	18	19	20	21	22	23	24
STAT3 inh	-5	0	5	9	2	2	-1	-1
FLuc stim CS	1	0.8	1	0.4	1.1	1	0.9	1
APP 5UTR inh	-11	10	14	-68	0	-18	-5	6
STAT3 activator	102	98	101	98	104	101	97	97
FLuc inh counter	4	20	-3	57*	-6	-5	9	0
APP 5'UTR act	11	-10	-14	68	0	18	5	-6
STAT1 inh	-4	-4	-4	-20	0	2	-1	-4
NF-kB neuron act	0.87	1.3	1.1	2.2	0.91	1.3	1.1	0.31
STAT1 act	104	104	104	118	100	98	101	104
ROMK mod	-0.034	0.0038	-0.088	-0.11	0.57	0.24	.	.

# 3 entries out of the list, arranged by formula weight, smallest number first:
(19) CC(C)NC(=O)c1ccc(COCC(F)(F)C(F)F)cc1
(21) Cc1nn(CC(=O)Nc2ccc3c(c2)nc(CCN2CCCCC2)n3C)c(=O)c2ccccc12
(24) CC(=O)Nc1ccc(NC(=O)COC(=O)c2c3c(nc4ccccc24)CCN(Cc2ccccc2)C3)cc1
compound no.	19	21	24
STAT3 inh	5	2	-1
FLuc stim CS	1	1.1	1
APP 5UTR inh	14	0	6
STAT3 activator	101	104	97
FLuc inh counter	-3	-6	0
APP 5'UTR act	-14	0	-6
STAT1 inh	-4	0	-4
NF-kB neuron act	1.1	0.91	0.31
STAT1 act	104	100	104
ROMK mod	-0.088	0.57	.

# (list continues)
(25) CC(C)[C@H]1CN=C2N(CCNC(=O)CCC3CCCCC3)[C@H](Cc3ccc(O)cc3)CN21
(26) O=C(NC12CC3CC(CC(C3)C1)C2)C1CC(=O)N(c2ccccc2)C1 (stereo unspecified)
(27) O=C(O)CCCC(=O)Nc1ccc(C(=O)NCc2cccnc2)cc1
(28) CCCCCCSC1=C(C#N)C(c2ccc(C)o2)CC(=O)N1 (stereo unspecified)
(29) Nc1ccccc1N1CCN(C(=O)c2ccccc2)CC1
(30) COc1ccc(C(=O)COC(=O)c2cc(S(=O)(=O)NCc3ccccc3)ccc2O)cc1
(31) COc1ccc(C(=O)n2cnc(N)n2)cc1
(32) CC1CN(c2oc(Cc3cccc4ccccc34)nc2C#N)CC(C)O1 (stereo unspecified)
compound no.	25	26	27	28	29	30	31	32
STAT3 inh	.	-4	2	-7	0	9	4	6
FLuc stim CS	1	1.1	1	1	1	1	1	1.1
APP 5UTR inh	11	-3	-29	-18	24	-24	5	10
STAT3 activator	.	104	101	108	103	94	100	101
FLuc inh counter	0	-5	-3	-2	-3	-1	-2	-5
APP 5'UTR act	-11	3	29	18	-24	24	-5	-10
STAT1 inh	1	1	-5	13	6	-3	-1	1
NF-kB neuron act	1.1	1.3	0.79	1.1	1.1	1.1	1.1	0.66
STAT1 act	100	99	104	88	94	102	101	99
ROMK mod	.	0.46	1.7	-0.029	.	0.52	.	-0.46

(33) CCCCC(=O)NCc1ccc(F)cc1
(34) Cc1cccc(-c2cc3nc(C)cc(NCCCN(C)C)n3n2)c1
(35) CC(=O)Nc1cccc(Cl)c1C(=O)O
(36) COc1cc(OC)cc(-c2nc3ccccc3c(=O)n2NC(=O)c2cccnc2Cl)c1
(37) CN(C(=O)COC(=O)c1cnc(Cl)c(Cl)c1)C1CCS(=O)(=O)C1 (stereo unspecified)
(38) O=C(Nc1nccs1)c1cc(-c2ccccc2)nn1-c1ccccc1
(39) Cc1c(C(=O)NCc2ccccn2)oc2ccc(S(=O)(=O)N3CCOCC3)cc12
(40) COc1ccc2oc(C(=O)OCC(=O)NCCN3C(=O)CSC3=O)c(C)c2c1
compound no.	33	34	35	36	37	38	39	40
STAT3 inh	11	16	10	10	15	12	3	3
FLuc stim CS	1	1	1	1	1	1.1	1	1
APP 5UTR inh	5	-3	-21	2	2	3	-46	-9
STAT3 activator	93	89	97	92	91	88	101	97
FLuc inh counter	-4	-3	-3	-4	-4	-7	-2	0
APP 5'UTR act	-5	3	21	-2	-3	-3	46	9
STAT1 inh	2	5	6	11	11	-4	9	13
NF-kB neuron act	1.2	1.1	0.98	1.1	1.1	1.4	0.32	1.2
STAT1 act	98	95	93	90	90	104	93	88
ROMK mod	.	-0.55	0.5	0.16	-0.18	-0.029	0.22	.

(41) O=C(NCc1cccnc1)C1CC(=O)N(c2ccc(Cl)cc2)C1 (stereo unspecified)
(42) O=C1CC(N(CCc2ccccc2)C(=S)Nc2ccccc2)C(=O)N1c1ccccc1 (stereo unspecified)
(43) COC(=O)Nc1ccc(S(=O)(=O)N2CCCC(C(=O)N3CC(C)OC(C)C3)C2)cc1 (stereo unspecified)
(44) Cc1cc(C)cc(NC(=O)CCN2CCCC2)c1
compound no.	41	42	43	44
STAT3 inh	0	9	5	-5
FLuc stim CS	1	1	1	1
APP 5UTR inh	-17	3	-15	-8
STAT3 activator	100	93	106	108
FLuc inh counter	-4	-3	-4	3
APP 5'UTR act	17	-3	15	8
STAT1 inh	-1	10	5	0
NF-kB neuron act	1	1.1	0.89	1.2
STAT1 act	101	91	95	99
ROMK mod	.	0.084	1.2	0.12

# Compounds shown so far with an aryl methoxy group (6):
(8) COc1ccc2nc(SCc3cnc(C)nc3N)[nH]c2c1
(22) COc1ccc(C(=O)NNC(=O)c2ccccc2[N+](=O)[O-])cc1[N+](=O)[O-]
(30) COc1ccc(C(=O)COC(=O)c2cc(S(=O)(=O)NCc3ccccc3)ccc2O)cc1
(31) COc1ccc(C(=O)n2cnc(N)n2)cc1
(36) COc1cc(OC)cc(-c2nc3ccccc3c(=O)n2NC(=O)c2cccnc2Cl)c1
(40) COc1ccc2oc(C(=O)OCC(=O)NCCN3C(=O)CSC3=O)c(C)c2c1
compound no.	8	22	30	31	36	40
STAT3 inh	8	2	9	4	10	3
FLuc stim CS	1	1	1	1	1	1
APP 5UTR inh	13	-18	-24	5	2	-9
STAT3 activator	97	101	94	100	92	97
FLuc inh counter	-3	-5	-1	-2	-4	0
APP 5'UTR act	-13	18	24	-5	-2	9
STAT1 inh	1	2	-3	-1	11	13
NF-kB neuron act	1.4	1.3	1.1	1.1	1.1	1.2
STAT1 act	99	98	102	101	90	88
ROMK mod	.	0.24	0.52	.	0.16	.
